HT1080 viability – HT1080 cell viability loss – fluorescence readout (AID 620); HT1080 viability, fluorescence; higher % means a stronger effect; one-dose cytotoxicity, % at 10 µM; EC50 in µM for titrated hits; 87,000 compounds, 0.42% hits; in the data active means cytotoxicity above about 50%;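 further: cells exposed to compound overnight then 4 h with Alamar Blue; 0% = vehicle DMSO and 100% = killing control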
* = called active by the depositor.

SMILES | HT1080 viability
CCCCC[n+]1ccn(C2=C([O-])c3ccccc3C(=O)/C2=N\S(=O)(=O)c2ccccc2)c1 | 0%
CCCS(=O)(=O)c1c(S(=O)(=O)CCC)c2c3ccccc3ccn2c1C(=O)OC | -2%
COc1c2c(nc3occc13)C(CC=C(C)C)(OC)C(OC(C)=O)CC2 (stereo unspecified) | 22%
COc1ccccc1N1CCN(C(=O)CSc2nc(N)cc(=O)[nH]2)CC1 | -7%
Cc1ccc(-c2noc(CSc3nnc(CCc4ccccc4)n3-c3ccccc3)n2)cc1 | 7%
Cn1c(SCC(=O)NC2CC2)nnc1-c1cccc(NC(=O)c2ccccc2F)c1 | -9%
CCOC(=O)C1=C(C)N(C)C(=O)NC1c1c(C)nn(-c2ccc(C)cc2)c1Cl (stereo unspecified) | -12%
CCNC(=O)CN1C(=O)NC(CCc2ccccc2)C1=O (stereo unspecified) | 0%
COc1cccc(/C=C/C(=O)c2ccc[nH]2)c1 | 13%
CCOc1ccc(OCC)c(NC(=O)CN2CCN(CC)CC2)c1 | -6%
O=S(=O)(c1ccc(Cl)s1)N1CCC(Cc2ccccc2)CC1 | 3%
CC1=C(C(=O)OCc2ccccc2)C(c2ccc([N+](=O)[O-])cc2)NC(=O)N1CCCCCC(=O)O (stereo unspecified) | -8%
NC(=O)CSc1nnc(-c2ccc(S(=O)(=O)N3CCCCC3)cc2)n1-c1ccccc1 | -1%
CCOC(=O)CC1C(=O)NCCN1C(=O)c1cccc(C(F)(F)F)c1 (stereo unspecified) | -11%
O=[N+]([O-])c1cccnc1N1CCC(c2cc(-c3ccc(Cl)cc3Cl)n[nH]2)CC1 | -9%
O=C(Nc1cccc(Cl)c1Cl)C1CC(=O)N(c2ccc(Br)cc2)C1 (stereo unspecified) | -6%
O=C(/C=C/Sc1ccccc1)c1ccccc1 | 46%
CC(=O)C1=C(c2ccccc2)NC(=O)NC1c1ccccc1OCC(=O)Nc1ccccc1 (stereo unspecified) | 1%
CCCCN1CC(C(=O)NCc2ccc(C)cc2)CC1=O (stereo unspecified) | -14%
Cc1ccc(S(=O)(=O)N2CCCC(C(=O)NCc3ccco3)C2)cc1Cl (stereo unspecified) | -2%
Cc1ccc(-c2nc3ccccn3c2NCc2ccc3c(c2)OCO3)cc1 | -14%
O=C(Nc1ccccc1)c1ccc(-c2ccc(Br)cc2)o1 | -2%
C=CCNc1sc(C(=O)c2ccccc2)c(N)c1C#N | -16%
COc1ccc(-c2nnc(SCC(=O)NCc3cccs3)n2C(C)C)cc1 | 0%
CCn1c(SCC(=O)NCc2ccco2)nnc1-c1c[nH]c2ccccc12 | -6%
COC(=O)C(C(C)=O)C1=C/C(=N\S(=O)(=O)c2ccc(C)cc2)c2ccccc2C1=O (stereo unspecified) | -13%
CCOC(=O)C1=C(C)NC(SC)=NC1c1ccc(OC)cc1 (stereo unspecified) | -2%
COC(=O)Nc1ncc(CN2CCCCC2)s1 | 3%
Cc1occc1C(=O)Nc1cccc(C(F)(F)F)c1 | -1%
Cc1ccc(NC(=O)CCNS(=O)(=O)c2cccc3nsnc23)cc1 | -7%
COc1ccc(C2C(C#N)C(C#N)N3CCCN23)cc1 (stereo unspecified) | 6%
COc1ccc(C2Nc3ccccc3C(=O)N2Cc2ccco2)cc1COc1ccccc1F (stereo unspecified) | -4%
C=CCS/C(=N\n1cnc2ccccc2c1=O)N(CC)CC | -6%
CC(C)c1ccc(NC(=O)CN(Cc2ccccc2)S(C)(=O)=O)cc1 | 0%
O=C(CCCCCN1C(=O)c2ccccc2C1=O)Nc1ccc2c(c1)OCCO2 | -2%
CCc1nc(OCC(=O)c2ccccc2)c(C#N)c2c1COC(C)(C)C2 | -9%
CC(C)(C)C1CC=C2C(C#N)=C(N)C(C#N)(C#N)C(c3cccs3)C2C1 (stereo unspecified) | -6%
COC(=O)N1[C@H](Cc2ccccc2)C=C[C@]1(C)C(=O)NCc1ccc(N(C)C)cc1 | -13%
CC(=O)C1=C(O)C(=O)N(c2nccs2)C1c1ccccc1 (stereo unspecified) | -9%
COc1ccc(C(=O)c2ccc(N(C)C)cc2)c2ccccc12 | 63%*
CC1CC1C(=O)OCC(=O)NC(=O)NCc1ccco1 (stereo unspecified) | 3%
COC(=O)CNS(=O)(=O)c1ccc(OC)cc1 | 6%
FC(F)(F)c1ccc(C2[C@H]3CN(Cc4cccnc4)[C@H](c4ccccc4)C34CC2(c2ccccc2)C4)cc1 (stereo partly specified) | 3%
CCOC(=O)N1CCN(CCC(=O)Nc2ccc(Br)cc2)CC1 | 1%
CC1CCN(S(=O)(=O)c2ccc(NC(=O)Cc3cccs3)cc2)CC1 | -3%
COc1ccc(NC(=S)N2N=CCC2c2ccccc2)cc1 (stereo unspecified) | 1%
CSCCC(NC(=O)c1cc(C)oc1C)C(=O)O (stereo unspecified) | 1%
C=CCSc1nc(N)c(C(=O)Nc2ccccc2)cc1C#N | 1%

Two compounds drawn at random from the list so far:
SMILES | HT1080 viability
NC(=O)CSc1nnc(-c2ccc(S(=O)(=O)N3CCCCC3)cc2)n1-c1ccccc1 | -1%
CCCCN1CC(C(=O)NCc2ccc(C)cc2)CC1=O (stereo unspecified) | -14%

(listing goes on)
SMILES | HT1080 viability
CCC1=C2CC[C@H]3C(=O)N(c4ccccc4)C(=O)[C@H]3[C@H]2[C@@]2(Cc3ccccc3)C(=NCC3CC3)OC(=O)N2C1=O | 9%
COc1cc(NS(=O)(=O)c2ccc(NC(C)=O)cc2)ncn1 | -5%
CN(C)CCOC(=O)c1cccc(Br)c1 | -10%
Cc1ccc(CS(=O)(=O)CCC(=O)NCCN(C)Cc2ccccc2)cc1 | 5%
CCOC(=O)C1CCCN(C(=O)CC(c2ccccc2)c2ccccc2)C1 (stereo unspecified) | 11%
COc1cc(OC)cc(C(C(=O)NC2CCCCC2)N(C(=O)c2ccno2)c2ccccc2)c1 (stereo unspecified) | -7%
N#CCN1CCN(CC(=O)Nc2cccc3ccccc23)CC1 | -6%
Cc1cc(C)n(-c2nc3sc4c(c3c(=O)[nH]2)CCCC4)n1 | 22%
CC(C)CCOC(=O)C1C(c2ccccc2)C(C(=O)O)C1c1ccccc1 (stereo unspecified) | -10%
O=C(NN=C1C2CC3CC(C2)CC1C3)c1cccs1 | 16%
OC1CCCN(Cc2c3ccccc3cc3ccccc23)C1 (stereo unspecified) | 25%
O=C(c1ccc2ccccc2c1)c1c[nH]cc1-c1ccccc1 | 3%
O=C(O)C1C2C=CC(CC2)C1C(=O)O (stereo unspecified) | -6%
O=C(CC1COc2ccccc2O1)NCCc1ccccc1 (stereo unspecified) | -6%
Cc1ccc(/C=N/NC(=O)C2=NNC(c3ccccc3)(c3ccccc3)C2)c(O)c1 | 30%
CC(=O)c1cccc(NC(=O)NC2CC3CCCC(C2)N3CC(C)C)c1 (stereo unspecified) | -4%
CNC(=O)CSCc1c(F)cccc1Cl | -4%
CC1=CC(c2ccc(Cl)cc2)n2nc(NC(=O)c3ccccc3)nc2N1 (stereo unspecified) | 5%
CC(C)n1c(N2CCN(C(=O)Nc3ccccc3)CC2)nc2ccccc21 | 3%
N#Cc1c(SCc2ccc(Cl)cc2)sc(C(=O)c2ccccc2)c1N | -7%
COCCNC(=O)CSc1ncnc2sccc12 | 1%
Clc1ccc(-c2nnc3n2CCCCC3)cc1 | 3%
O=C(COC(=O)CNC(=O)C1CCCCC1)Nc1ccc2ccccc2c1 | 18%
Cc1ccc(CNC(=O)[C@H](C)[C@H]2C[C@]2(C)[C@H](NC(=O)OCc2ccccc2)c2ccccc2)c(F)c1F | -4%

Quoted from the entries so far (16 entries):
SMILES | HT1080 viability
CC(C)CCOC(=O)C1C(c2ccccc2)C(C(=O)O)C1c1ccccc1 (stereo unspecified) | -10%
O=C(NN=C1C2CC3CC(C2)CC1C3)c1cccs1 | 16%
OC1CCCN(Cc2c3ccccc3cc3ccccc23)C1 (stereo unspecified) | 25%
O=C(c1ccc2ccccc2c1)c1c[nH]cc1-c1ccccc1 | 3%
O=C(O)C1C2C=CC(CC2)C1C(=O)O (stereo unspecified) | -6%
O=C(CC1COc2ccccc2O1)NCCc1ccccc1 (stereo unspecified) | -6%
Cc1ccc(/C=N/NC(=O)C2=NNC(c3ccccc3)(c3ccccc3)C2)c(O)c1 | 30%
CC(=O)c1cccc(NC(=O)NC2CC3CCCC(C2)N3CC(C)C)c1 (stereo unspecified) | -4%
CNC(=O)CSCc1c(F)cccc1Cl | -4%
CC1=CC(c2ccc(Cl)cc2)n2nc(NC(=O)c3ccccc3)nc2N1 (stereo unspecified) | 5%
CC(C)n1c(N2CCN(C(=O)Nc3ccccc3)CC2)nc2ccccc21 | 3%
N#Cc1c(SCc2ccc(Cl)cc2)sc(C(=O)c2ccccc2)c1N | -7%
COCCNC(=O)CSc1ncnc2sccc12 | 1%
Clc1ccc(-c2nnc3n2CCCCC3)cc1 | 3%
O=C(COC(=O)CNC(=O)C1CCCCC1)Nc1ccc2ccccc2c1 | 18%
Cc1ccc(CNC(=O)[C@H](C)[C@H]2C[C@]2(C)[C@H](NC(=O)OCc2ccccc2)c2ccccc2)c(F)c1F | -4%

New compounds follow:
SMILES | HT1080 viability
Cn1nnnc1SCCNCc1ccccc1F | -18%
CCCN1[C@H](C(=O)OC)C[C@@]2(O)[C@@H](O)[C@@H](O)[C@@H](O)C[C@@H]12 | 9%
CCOCCCNC(=O)C(NC(=O)CNC(=O)c1ccccc1)c1ccccc1 (stereo unspecified) | -15%
CCCCN(CCCC)S(=O)(=O)c1ccc2[nH]c(=O)[nH]c2c1 | 34%
CCOc1cc(C(c2c(C)[nH][nH]c2=O)c2c(C)[nH][nH]c2=O)ccc1OCc1ccc([N+](=O)[O-])cc1 | 3%
COc1ccccc1-c1nnc(SCC(=O)Nc2ccc(S(N)(=O)=O)cc2)n1C | -1%
CC(C)c1c(O)nc(SCC(=O)N2CCOCC2)[nH]c1=O | -17%
CC(C)CSc1nnc2c(n1)[nH]c1ccccc12 | -9%
COc1ccc2c(C)cc(SCC(=O)c3ccc4c(c3)OCO4)nc2c1 | 14%
COC(=O)c1scc(C)c1NC(=O)C1CCCCC1 | 1%
CNC(=O)COc1ccc(-c2nn(C)c(=O)c3ccccc23)cc1 | 1%
CCCOc1ccc(-c2nc(C#N)c(NCCCn3ccnc3)o2)cc1 | -3%
CCCC1=C(C(=O)OCC)C(c2ccncc2)n2ncnc2N1 (stereo unspecified) | 4%
Cc1ccc(/C=C/C(=O)Nc2cc(C)on2)cc1 | 3%
COCCCNC(=O)c1ccc(Cn2c(=O)c3ccccc3n(Cc3ccc(C)cc3)c2=O)cc1 | 14%
CN(C)S(=O)(=O)c1ccc(C(=O)N2CCOCC2)cc1 | 5%
CCOC(=O)Nc1nnc(-c2ccc(OC)cc2)s1 | -7%
CCOC(=O)C1CCCCN1Cc1cc(OC)ccc1OC (stereo unspecified) | 6%
CC(C)(C)c1ccc(COn2c(=O)c(-c3ccco3)[n+]([O-])c3ccccc32)cc1 | -9%
O=C(c1cccs1)N1CCN(S(=O)(=O)c2ccccc2)CC1 | 8%
Cc1cccc(C)c1OCC(=O)N/N=C/c1cccn1C | 2%
C=CC[N+](C)(C)C/C(Cl)=C(\Cl)c1ccccc1 | -9%
Cc1ccc(-c2nn3c(C)nnc3c3ccccc23)cc1S(=O)(=O)N(C)CCO | 16%
COc1ccc(S(=O)(=O)Nc2nc3ccccc3s2)cc1OC | -7%
Cn1c(N)c(C(=O)COC(=O)c2cc(-c3ccccc3)nc3ccccc23)c(=O)n(Cc2ccccc2)c1=O | 7%
COc1ccc(C(=O)NC2CCCCCC2)cc1S(=O)(=O)N1CCCc2ccccc21 | 6%
COc1cccc(OC)c1C(=O)NC(=S)Nc1ccc2c(c1)Cc1ccccc1-2 | 14%
O=C(CN1CCCCC1)Nc1ccc(S(=O)(=O)N2CCOCC2)cc1 | -16%
COc1cccc(Nc2ncccc2C(=O)Nc2ccccc2)c1 | -17%
CS(=O)(=O)N(CC(O)Cn1c2ccccc2c2ccccc21)c1cccc2ccccc12 (stereo unspecified) | -3%
COC(=O)c1ccc(C(NC(=O)OCc2ccccc2)/C(F)=C/[C@@H](C)C(=O)NC2CCCCC2)cc1 (stereo partly specified) | 1%
O=C(c1cccc(N2C(=O)C3C4C=CC(C4)C3C2=O)c1)N1CCCCCC1 (stereo unspecified) | 2%
c1ccc2c(COn3nnc4ccccc43)cccc2c1 | 3%
COc1ccc(C=NCC2COc3ccccc3O2)cc1OC (stereo unspecified) | -9%
CCOC(=O)C1=NN(c2ccc(F)cc2)C2=NC(C)=C(C(=O)OC)C(c3cccs3)N12 (stereo unspecified) | 12%
Cc1cc(C)c(S(=O)(=O)N2CCC(C(=O)NCc3ccco3)CC2)c(C)c1 | 4%
COC(=O)CNC(=O)CN1C(=O)N(c2ccc(Cl)cc2)C(N(O)C(=O)Nc2ccc(Cl)cc2)C1(C)C (stereo unspecified) | -8%
COc1ccccc1CN1CCSCC1 | 4%
Cc1ccccc1NC(=O)Cc1cn(C)c2ccccc12 | 24%
CCCCCCNc1nc(NCc2ccco2)nc(OCC)n1 | -15%
CCN=C(NCC)SC1CC(=O)N(c2ccc(OC)cc2)C1=O (stereo unspecified) | 13%
O=C(NCCc1ccccc1)C(c1ccncc1)N(C(=O)c1csnn1)C1CC1 (stereo unspecified) | 7%
c1ccc(-c2n[nH]c(-c3ccccc3)c2-c2nc3ccccc3[nH]2)cc1 | 9%
Cn1c2ccc(F)cc2c2ncn(Cc3ccco3)c(=O)c21 | 8%
COC(=O)c1nn(-c2ccc3c(c2)OCO3)cc1O | 8%
Cc1cc(C(F)F)nn1CC(=O)N1CCSCC1 | 15%
O=C(Nc1cccc2ccccc12)C1CCN(C(=O)Cc2ccccc2)CC1 | -14%
CCn1c(CCNC(=O)c2cccs2)nnc1SCC(=O)Nc1ccc(Cl)cc1 | 4%
COC(=O)C1=CN(C(C)C)C=C(C(=O)OC)C1c1cc(Br)c(OC)c(OC)c1 | -24%
CCOC(=O)Cn1nc(-c2ccccc2)c2ccccc2c1=O | -3%
Cc1cc(C)c(NC(=O)COc2ccccc2C(=O)Nc2ccc3c(c2)oc2ccccc23)c(C)c1 | 14%
COc1ccc(-n2c(N)c(C(=O)NCc3ccco3)sc2=S)cc1 | -4%

Source: PubChem

An excerpt; the hit share may differ from the screen's.
